High-throughput results as filed in PubChem BioAssay.
Giardia killer = kills Giardia lamblia | Giardia lamblia trophozoite viability | activity change, % at 7.66 µM, hits read low | actives 0.15% (n = 340,000) | AID 540267; in the data active means activity change below about -80%; inconclusive means between about -30% and that limit;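 further: parasites exposed to compound for two days anaerobically before the ATP read; on the % scale 0 is the no-effect control and ±100 the full control effect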
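Viability, read as ATP luminescence: trophozoites at 100 cells/well, compound added, 48 hrs anaerobic at 37 deg C, then 15-30 min room-temperature development before reading.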
Tb PFK inh = inhibitors of T. brucei phosphofructokinase. T. brucei PFK, ADP-Glo luminescence. AID 485367. Potency, µM (series often up to 57.5 µM), for inactives: top-dose activity, negative = inhibition, hits mostly inhibitors. O15648. actives 0.17% (n = 330,000);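 further: potency means the concentration at half of the fitted maximal effect; 0% = uninhibited 1x PFK enzyme wells and -100% = no-enzyme wells; nearly all actives have a fitted effect of over 60% in size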
Target sequence (O15648 whole entry, looked up): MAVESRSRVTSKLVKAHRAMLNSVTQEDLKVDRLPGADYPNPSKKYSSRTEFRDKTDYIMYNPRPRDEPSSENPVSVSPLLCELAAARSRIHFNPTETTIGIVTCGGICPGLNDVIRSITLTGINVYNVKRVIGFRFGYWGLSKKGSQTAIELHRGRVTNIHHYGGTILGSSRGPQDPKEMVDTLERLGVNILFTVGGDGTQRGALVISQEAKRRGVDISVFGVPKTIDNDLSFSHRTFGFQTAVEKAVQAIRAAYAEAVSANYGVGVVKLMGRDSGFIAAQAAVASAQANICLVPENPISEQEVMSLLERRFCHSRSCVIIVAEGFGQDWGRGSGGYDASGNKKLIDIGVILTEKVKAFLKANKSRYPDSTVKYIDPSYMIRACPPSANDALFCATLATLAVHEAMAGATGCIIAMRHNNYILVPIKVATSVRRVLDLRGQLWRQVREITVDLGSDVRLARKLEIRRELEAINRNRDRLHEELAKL
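ADP-Glo luminescence quantified ADP after 45 min at room temperature, with 1.25 nM T. brucei PFK, 0.1 mM ATP and 0.5 mM fructose-6-phosphate in pH 8.0 TEA buffer. qHTS titrations up to 57 µM; curves classified by quality.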
FLuc counter = counter-screen for miR-21 project: firefly luciferase inhibitors or activators; actives 6.9% (n = 360,000); AID 588342; purified FLuc, Km substrates, luminescence inhibition; Potency, µM (highest dose often 57.5 µM), without a hit: at the highest dose activity change, negative = inhibition, actives largely listed as inhibitors;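 further: potency means the concentration at half of the fitted maximal effect; plate controls were vehicle for no effect and reference inhibitor for full effect; nearly all actives have a fitted effect of over 55% in size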
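Purified P. pyralis luciferase (10nM final) with 10uM D-luciferin and 10uM ATP (Km levels) in 50mM Tris acetate pH 7.5, 10mM Mg acetate, 0.01% Tween-20, 0.05% BSA; qHTS 6-point titration, ~60 µM downward; luminescence read.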
Coupling enz = coupling enzyme interference in Giardia aldolase counter-screen; coupling enzyme system counterscreen, AmpLite Red fluorescence; activity change, negative = inhibition, % at 58.2 µM, hits read low; actives 0.67% (n = 290,000); AID 2472; in the data active means activity change below about -30%; further: on the % scale 0 is the no-effect control and ±100 the full control effect
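Counterscreen of the coupled detection system alone, without aldolase: glyceraldehyde-3-phosphate coupling enzymes plus AmpLite Red readout. Compounds at 57.5 uM final, 10 min RT preincubation, 20 min RT reaction, fluorescence 525/598 nm.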
NPC1 promoter act = activates the NPC1 promoter; AID 485313; Potency, µM (series often up to 9.22 µM), for the others: at the top dose activation, usual class: activators; actives 2.4% (n = 320,000); Huh7 NPC1 promoter luciferase reporter, 24 h;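 further: potency means the concentration at half of the fitted maximal effect; % of control where 0% means no effect; nearly all actives have a fitted effect of over 60% in size; reporter is driven by a mutant NPC1 promoter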
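Luminescence read-out of NPC1 promoter-driven luciferase in stably transfected Huh7 cells; compounds delivered in DMSO and left 24 h at 37C, 5% CO2, qHTS titration format.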
VP16 counter = inhibits Gal4-VP16 luciferase reporter, ROR gamma counter-screen | Drosophila S2 Gal4-VP16 UAS-luciferase, luminescence, 20 h | Potency, µM (highest dose often 53.6 µM), inactives show at the top dose activity, negative = inhibition, most hits filed as inhibitors | actives 3.5% (n = 310,000);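 further: Gal4-VP16 expression switched on by copper sulfate through the metallothionein promoter; potency means the concentration at half of the fitted maximal effect; on the % scale 0 is the no-effect control and ±100 the full control effect; nearly all actives have a fitted effect of over 50% in size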
uPA surface inh = blocks generation of uPA at the cell surface; cell surface uPA generation assay, qHTS; Potency, µM (highest dose often 38.3 µM), for the others: at the highest dose activity change, negative = inhibition, actives largely listed as inhibitors; actives 0.31% (n = 330,000); AID 540303; active means well fitted inhibition curve with a large enough effect; inconclusive means small, poorly fitted or top-dose-only effect; inactive means no such curve, though single readings can be large or run the other way; tested in mouse RAW 264.7 cells; further: potency means the concentration at half of the fitted maximal effect; on the % scale 0 is the no-effect control and ±100 the full control effect; nearly all actives have a fitted effect of over 55% in size
KCNH2 3.1 inh = blocks the human KCNH2 3.1 channel isoform; U2OS KCNH2 3.1, thallium flux FluxOr; stronger effect = lower value; activity change, % (tested at about 1.8 µM); actives 0.95% (n = 340,000); AID 720553;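 active means maximum activity change below -70%; inconclusive means maximum activity change from -70% to -50%; inactive means maximum activity change above -50%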;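 further: thallium influx rate constant from kinetic fluorescence after stimulation buffer; on the % scale 0 is the no-effect control and ±100 the full control effect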
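We transduce U2OS cells with the mutant 3.1 virus, culture them overnight, load FluxOr with Red40 quencher for 45 min, then add stimulation buffer and read kinetically for 2 min to derive a normalized rate constant.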
Rab9 prom act = Rab9 promoter activation. actives 2.8% (n = 320,000). Huh7 Rab9 promoter-luciferase reporter, luminescence, 24 h. Potency, µM (series often up to 9.22 µM), inactives show top-dose activation, negative = inhibition, actives largely listed as activators; further: potency means the concentration at half of the fitted maximal effect; % of control where 0% means no effect; nearly all actives have a fitted effect of over 60% in size
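Stable Rab9-luc Huh7, 1500 cells/well, 2 h settle; cmpd in DMSO, 24 h, 37 °C/5% CO2; luciferase reagent 10 min RT; luminescence.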
ELG1 genotoxic = genotoxicity induction in ELG1-luciferase HEK293T cells. AID 504466. HEK293T ELG1-luciferase reporter, luminescence, 16 h. Potency, µM (highest dose often 46 µM), inactives show top-dose activity change, positive = activation, most hits filed as activators. actives 1.3% (n = 330,000); further: potency means the concentration at half of the fitted maximal effect; % of control where 0% means no effect; nearly all actives have a fitted effect of over 60% in size
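Genotoxicity was scored as increased ELG1-luciferase reporter signal, measured by ONE-Glo luminescence (30 min, room temperature). Compound or vehicle exposure of the HEK293T reporter cells lasted 16 hr at 37°C.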
RORgamma inh = blocks mouse ROR gamma transcriptional activity. AID 2551. Drosophila S2 Gal4-RORgamma UAS-luciferase reporter, 20 h. Potency, µM (highest dose often 53.6 µM), for inactives: at the highest dose activity change, negative = inhibition, usual class: inhibitors. P51450. actives 5.4% (n = 310,000); further: potency means the concentration at half of the fitted maximal effect; on the % scale 0 is the no-effect control and ±100 the full control effect; nearly all actives have a fitted effect of over 60% in size
Target sequence (P51450 whole entry, looked up, the tested form may be a part): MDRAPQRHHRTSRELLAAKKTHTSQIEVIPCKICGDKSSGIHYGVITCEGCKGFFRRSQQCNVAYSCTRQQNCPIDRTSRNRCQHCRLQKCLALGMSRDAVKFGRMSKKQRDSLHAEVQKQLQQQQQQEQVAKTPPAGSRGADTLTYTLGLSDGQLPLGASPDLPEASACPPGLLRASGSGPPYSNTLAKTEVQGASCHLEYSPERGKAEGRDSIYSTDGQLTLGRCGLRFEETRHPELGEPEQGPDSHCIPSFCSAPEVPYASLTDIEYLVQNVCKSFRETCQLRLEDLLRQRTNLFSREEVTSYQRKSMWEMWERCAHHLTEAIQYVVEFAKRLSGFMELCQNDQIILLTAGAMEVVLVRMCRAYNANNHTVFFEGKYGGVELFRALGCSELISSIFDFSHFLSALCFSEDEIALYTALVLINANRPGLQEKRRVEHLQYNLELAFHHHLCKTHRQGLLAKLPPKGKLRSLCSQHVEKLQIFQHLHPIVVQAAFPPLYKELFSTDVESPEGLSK
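Stably transfected Drosophila Schneider cells are the test system, with ROR gamma fused to Gal4 and luciferase under UAS control; luminescence is read after 20 hr of 700 uM copper sulfate induction at ambient temperature.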
* hit, by the source's call; ? = inconclusive; nt = not tested or not shown; & = joins results of further samples; [ ] = remark or other dose. Unless noted, the call rests on the fitted dose curve; in most records, active means well fitted curve in the direction sought with a large enough effect; inconclusive means small, poorly fitted or top-dose-only effect, or another doubt; inactive means no such curve, though single readings can be large; an effect the other way counts as inactive or inconclusive. Hits appear at their usual frequency; 14% or so of the library scored in one or more.

SMILES | Giardia killer | Tb PFK inh | FLuc counter | Coupling enz | NPC1 promoter act | VP16 counter | uPA surface inh | KCNH2 3.1 inh | Rab9 prom act | ELG1 genotoxic | RORgamma inh
O=C(Nc1cccc(Br)c1)c1ccc(Cl)c(S(=O)(=O)N2CCOCC2)c1 | 7 | 7% | -17% | 2 | -20% | -13% | -19% | -33 | -31%[inhibitor] | -24% | -4%
CCN(CC)C(=O)c1nc[nH]c1C(=O)N1CCN(c2ccccc2)CC1 | ? | 6% | 5% | nt | -3% | nt | ? | nt | -3% | 2% | nt
Cc1c(C)c2ccc(OC(C)C(=O)N3C[C@H]4C[C@@H](C3)c3cccc(=O)n3C4)c(C)c2oc1=O (stereo not given in full) | -2 | 1% | 6% | 0 | -4% | -10% | -2% | -4 | -2% | ? | -27%
O=C(CSc1nnc(-c2ccccc2Br)o1)Nc1nncs1 | -9 | -5% | -20% | 8 | -1% | ? | 2% | -1 | 0% | 3% | ?
C/C(=N\NC(=O)c1ccc2nc[nH]c2c1)c1ccc([N+](=O)[O-])cc1 | nt | 5% | -1% | 7 | 1% | 1% | nt | nt | 2% | 1% | -23%
Cc1ccc(C2CC(=O)c3cnn(-c4nc(C)cc(C)n4)c3C2)cc1 (stereo not given) | -2 | -6% | -1% | 1 | 6% | 1% | -13% | -10 | 0% | 0% | -33%
COc1ccc2c(c1)-c1nc(NC(=O)c3ccco3)sc1CC2 | 5 | 1% | 19µM* | -6 | 14% | -2% | -7% | -37 | 19% | 13% | -17%
COc1ccccc1OCCSc1nnc(C)n1-c1ccccc1 | 7 | 0% | -14% | -3 | 8% | -8% | 1% | 5 | 0% | 0% | 5%
CC1CCC(NC(=O)C2c3ccccc3C(=O)N2Cc2ccc3c(c2)OCO3)CC1 (stereo not given) | -4 | -3% | 2% | 0 | -2% | -21% | 7% | 3 | 19% | -2% | -17%
O=S(=O)(Nc1ccc(Cc2ccncc2)cc1)c1ccc(Cl)c(Cl)c1 | -13 | 0% | -2% | -1 | -5% | ? | nt | ? | -3% | -6% | 38%
COc1cccc(CNC(=O)C2CCN(S(=O)(=O)c3ccc4c(c3)CCC(=O)N4)CC2)c1 | 3 | 0% | 1% | 0 | -2% | 16% | 13% | -2 | 3% | -3% | 13%
COc1c2c(nc3occc13)C(CC=C(C)C)(OC)C(OC(C)=O)CC2 (stereo not given) | -26 | 6% | 3% | 0 | -4% | -2% | -2% | 5 | -4% | -11% | 1%
COc1ccc(S(=O)(=O)N2CCN(C(=O)[C@H](Cc3ccccc3)NC(=O)c3ccco3)CC2)cc1 | -19 | -4% | -1% | nt | 0% | nt | 2% | 2 | -8% | -1% | nt
O=C(CNC(=O)c1ccc(Cl)cc1)NC(CO)c1ccccc1 (stereo not given) | 3 | 0% | 0% | 0 | -4% | -23% | 1% | -9 | 0% | 1% | 13%
CCOC(=O)c1ccc(NC(=O)CC2C(=O)N(c3ccc(F)cc3)C(=O)N2CCC(C)C)cc1 (stereo not given) | 3 | 0% | -20% | -1 | -2% | 2% | nt | -7 | -2% | 7% | 35%
COc1cc2[nH]c3ccccc3c2cc1C | 2 | 1% | ? | 0 | 19% | 6% | -6% | -1 | 8% | 9% | 4%
CC1=CC(C)(C)NC(=S)N1c1ccc2ccccc2c1 | 11&-6 | 2% | -3% | 2 | 0% | 6.3µM* | 0%&6% | 15&-6 | 3% | 2% | 3.5µM*
COC(=O)CNc1nc(Cl)nc(Nc2ccc(Cl)cc2)n1 | -8 | -1% | 0% | 5 | 0% | 5% | 3% | 12 | 6% | 5% | -4%
COc1cccc(-c2ccc(C#N)c(SCC(=O)NCc3ccco3)n2)c1 | 1 | -1% | 2% | 5 | -3% | -10% | -13% | 10 | -9% | 13% | -11%
CCCCNC(=O)C1Cc2cc(S(=O)(=O)N3CCCCC3)ccc2N1C(C)=O (stereo not given) | -8 | 5% | 2% | nt | -3% | -1% | -5% | 9 | 0% | 0% | -16%
CC(=O)c1ccc(NC(=O)c2ccccc2-c2ccccc2C(=O)O)cc1 | 1 | 0% | -1% | 5 | -1% | 1% | 2% | 15 | 0% | 0% | 27%
Nc1[nH]c2cc([N+](=O)[O-])ccc2c1-c1ccccn1 | -5 | -6% | ? | -4 | 1% | ? | -2% | -2 | -2% | -17% | ?
O=[N+]([O-])c1ccc(N2CCN(CCO)CC2)cc1Sc1ccccn1 | -22 | 0% | 1% | 3 | -1% | -17% | -5% | 2 | -10% | -2% | -2%
O=C(NCCCN1CCCC1=O)C1CCN(S(=O)(=O)c2cccc(C(F)(F)F)c2)CC1 | 0 | -1% | 9% | nt | -3% | nt | 7% | -4 | -4% | 1% | nt
COc1cccc(CNS(=O)(=O)c2ccc3c(c2)CC(C)N3C(=O)C2CC2)c1 (stereo not given) | -11 | -1% | -2% | -2 | -1% | ? | -5% | -29 | -1% | -5%[9.26 µM] | -36%
Cc1nn2c(C(F)(F)F)c3c(nc2c1-c1ccccc1)CCC3 | -2 | 2% | 0% | 1 | -4% | -5% | 13% | -2 | -7% | -1% | 1%
O=C(N/N=C\c1ccccn1)c1ccccc1O | -12 | 0% | 12µM* | 0 | 0% | 4.5µM* | 2% | -1 | 13% | ? | 2µM*
O=C(Nc1cc(Cl)ccc1O)C1CC(c2ccccc2O)=NO1 (stereo not given) | -3 | -6% | 1% | 1 | 6% | -19% | -2% | -8 | 5% | -5% | -33%
NNC(=O)c1ccc(COc2ccc(Br)cc2)o1 | 16 | -7% | -8% | 5 | 12% | -4% | -6% | 0 | 1% | -3% | 16%
COc1ccccc1NC(=O)CC1Nc2ccccc2NC1=O (stereo not given) | 6 | -1% | -4% | -1 | 14% | 3% | 5% | -9 | 12% | -8% | ?
C/C(=N/NC(=O)CNC(=O)COc1ccccc1)c1ccc(Cl)cc1 | -4 | 1% | -2% | 1 | 0% | -7% | 3% | -6 | -5% | 2% | 1%
Cc1onc(-c2ccccc2)c1C(=O)NC(CC(=O)O)c1ccc(OC(C)C)cc1 (stereo not given) | -6 | 1% | -1% | 6 | -2% | 1% | 0% | 31 | 4% | 0% | -3%
O=C(O)CC/C(=C\c1cccc(NC(=O)c2ccccc2Cl)c1)c1nc2ccccc2s1 | -24 | ? | ? | 7 | 0% | 21% | -3% | 10 | 10% | -1% | ?
Cn1nccc1NC(=O)COCC(=O)O | ? | -1% | -1% | 1 | -1% | -4% | -1% | 22 | -1% | 1% | -11%
Cn1c(=O)c2cc(S(=O)(=O)NCCC(=O)Nc3ccccc3F)ccc2n(C)c1=O | 4 | 3% | 0% | 4 | -4% | -1% | nt | -5 | -6% | -1% | 15%
CCOC(=O)c1c(S(=O)(=O)NCC2CCN(CCc3cccs3)CC2)c(C)n(C)c1C | -11 | -4% | 0% | nt | -2% | -2% | -24% | 19 | -6% | 5% | -9%
O=C(CCN1C(=O)c2ccccc2C1=O)Nc1ccc(F)cc1 | -2 | -8% | 6% | 0 | -1% | nt | 3% | -10 | -3% | -1% | -13%[0.365 µM]
COc1ccc(C(CNCC(O)COc2c(C)ccc(C)c2C)N(C)C)cc1 (stereo not given) | 3 | 2% | 0% | -2 | -1% | 15% | 1% | -6 | -8% | -11% | -28%
O=C(NCC1CCCN1S(=O)(=O)c1ccccc1)C(=O)NC1CC1 (stereo not given) | 10 | -1% | 4% | nt | -5% | nt | 0% | 7 | -2% | 0% | nt
O=C(COC(=O)Cc1ccc(Cl)cc1)NCCc1ccccc1 | 15 | -5% | 2% | nt | 9% | nt | 9% | -8 | 0% | 1% | nt
CN(c1ccccc1)c1nc(N)c([N+](=O)[O-])c(Nc2ccc(F)cc2)n1 | -27 | 0% | 2% | 1 | 0% | -21% | -17% | 0 | -5% | 4% | -28%
COc1ccccc1C(=O)Nc1nnc(-c2ccc3c(c2)CCCC3)o1 | -21 | -4% | ? | 19 | 5% | 4µM* | ? | -6 | -14% | 3% | 0%
COc1cc(C(=O)NC2CCCNC2)cc(OC)c1OC (stereo not given) | nt | 0% | 2% | -1 | 0% | -1% | nt | nt | -1% | nt | 0%
COc1ccc(C2=NN(CC(=O)Nc3ccccc3C)C(=O)CC2)cc1 | -15 | 4% | ? | 0 | 3% | 18% | -2% | 4 | -1% | 8% | -3%
COc1cccc(-n2c(C)nc3c(cnn3-c3ccc(C)cc3)c2=O)c1 | -26 | 4% | -10% | -1 | 2% | -5% | -5% | 6 | -5% | ? | 44%
CN1C2Cc3c(n(C)c4ccccc34)C1CC=C2CO (stereo not given) | 0 | 0% | 2% | nt | -1% | nt | 14% | 5 | 1% | 2% | nt
